Screening results: PubChem BioAssay, National Center for Advancing Translational Sciences (NCATS)
POLB inh: blocks human DNA polymerase beta activity; Pol beta primer extension/strand displacement, fluorescence kinetic; Potency, µM (top dose mostly 114 µM), for inactives: top-dose activity change, negative = inhibition, usual class: inhibitors; 1.3% of 340,000 active; P06746; further: potency means the concentration at half of the fitted maximal effect; on the % scale 0 is the no-effect control and ±100 the full control effect
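Human Pol beta at 10 nM; strand-displacement substrate 50 nM final. Compound exposure 15 min at room temperature before start, reaction 10 min at room temperature.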
BLM inh: Bloom syndrome helicase (human) inhibition. Potency, µM (top dose mostly 56.1 µM), for the others: at the top dose activity change, negative = inhibition, most hits filed as inhibitors. recombinant BLM DNA unwinding, fluorescence dequenching. 0.2% of 350,000 active. AID 2528;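 further: potency means the concentration at half of the fitted maximal effect; plate controls were vehicle for no effect and no enzyme for full effect; nearly all actives have a fitted effect of over 35% in size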
POLI inh: DNA polymerase iota (human) inhibition | Q9UNA4 | Potency, µM (series often up to 115 µM), for inactives: top-dose activity, negative = inhibition, actives largely listed as inhibitors | Pol iota fluorescent replication assay, 10 min | 1% of 390,000 active | AID 588590; further: potency means the concentration at half of the fitted maximal effect
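Fluorescent replication assay read twice, at 0 min and 10 min after adding 50 nM (final) substrate. Enzyme (10 nM) and compounds were first incubated 15 min at room temperature; enzyme-free buffer wells were negative controls.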
Anesthetic bind: candidate novel general anesthetic via apoferritin binding; P02791; apoferritin/1-aminoanthracene competitive binding, fluorescence; Potency, µM (highest dose often 77.5 µM), for the others: top-dose activity change, negative = displacement, most hits filed as inhibitors; 0.074% of 350,000 active; further: potency means the concentration at half of the fitted maximal effect; on the % scale 0 is the no-effect control and ±100 the full control effect; nearly all actives have a fitted effect of over 20% in size
Target sequence (P02791 2-175 limits assumed): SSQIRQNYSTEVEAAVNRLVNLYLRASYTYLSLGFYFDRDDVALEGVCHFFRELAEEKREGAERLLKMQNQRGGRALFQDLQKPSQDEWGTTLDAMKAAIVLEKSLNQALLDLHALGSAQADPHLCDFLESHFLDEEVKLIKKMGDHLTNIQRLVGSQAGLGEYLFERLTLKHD
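Steps: apoferritin (10 uM) was premixed with half-saturated 1-AMA in PBS, compounds were pin-transferred, plates stood 10 min at room temperature, fluorescence was read at 380/535 nm, and curves were fitted with a Hill equation.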
ERG Ets-DNA blk: blocks human ERG Ets domain binding to DNA. P11308. fluorescence polarization, His-ERG Ets domain / labelled DNA. Potency, µM (titrated, usually from 76.9 µM), for inactives: at the highest dose FP activity, negative = inhibition, hits mostly inhibitors. 0.028% of 370,000 active. AID 624246; active means well fitted inhibition curve with a large enough effect in the polarisation, with a control signal flat; inconclusive means small, poorly fitted or top-dose-only effect, or effect the other way, or a change in a side signal; inactive means no such curve, though single readings can be large or run the other way; the % refers to the polarisation;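 further: polarization taken with two DNA probes labelled with fluorescein and Texas red; potency means the concentration at half of the fitted maximal effect; % of control where 0% means no effect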
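His-tagged ERG Ets domain (1 uM in the protein solution; 300mM KCl, 50mM Tris-HCl, 1mM EDTA, 1mM DTT, pH 7.5) received compound, then a probe mix of 5 nM fluorescein-DNA and 100nM Texas-615-DNA. Fluorescence polarization was read for both dyes.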
TRHR agonist: agonists of human TRH receptor; AID 493084; activation, % at 2 µM; TRHR cells, calcium flux fluo-8, FDSS agonist mode; P34981; 0.18% of 360,000 active; in the data active means activation above about 30%; further: 0% is about no effect
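Steps: seed TRHR cells overnight; add fluo-8 no-wash Ca dye, RT 30 min–1.5 h; record 10 s baseline; pin-transfer compounds; monitor fluorescence 1 cycle/s for the agonist window. Calcium increases flag candidate agonists.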
ALOX12 inh: blocks human arachidonate 12S-lipoxygenase; P18054; purified 12hLO, xylenol orange hydroperoxide absorbance; Potency, µM (top dose mostly 108 µM), without a hit: at the top dose activity change, negative = inhibition, most hits filed as inhibitors; 1.1% of 580,000 active; AID 1671190; further: potency means the concentration at half of the fitted maximal effect; on the % scale 0 is the no-effect control and ±100 the full control effect
Target sequence (P18054 whole entry, looked up): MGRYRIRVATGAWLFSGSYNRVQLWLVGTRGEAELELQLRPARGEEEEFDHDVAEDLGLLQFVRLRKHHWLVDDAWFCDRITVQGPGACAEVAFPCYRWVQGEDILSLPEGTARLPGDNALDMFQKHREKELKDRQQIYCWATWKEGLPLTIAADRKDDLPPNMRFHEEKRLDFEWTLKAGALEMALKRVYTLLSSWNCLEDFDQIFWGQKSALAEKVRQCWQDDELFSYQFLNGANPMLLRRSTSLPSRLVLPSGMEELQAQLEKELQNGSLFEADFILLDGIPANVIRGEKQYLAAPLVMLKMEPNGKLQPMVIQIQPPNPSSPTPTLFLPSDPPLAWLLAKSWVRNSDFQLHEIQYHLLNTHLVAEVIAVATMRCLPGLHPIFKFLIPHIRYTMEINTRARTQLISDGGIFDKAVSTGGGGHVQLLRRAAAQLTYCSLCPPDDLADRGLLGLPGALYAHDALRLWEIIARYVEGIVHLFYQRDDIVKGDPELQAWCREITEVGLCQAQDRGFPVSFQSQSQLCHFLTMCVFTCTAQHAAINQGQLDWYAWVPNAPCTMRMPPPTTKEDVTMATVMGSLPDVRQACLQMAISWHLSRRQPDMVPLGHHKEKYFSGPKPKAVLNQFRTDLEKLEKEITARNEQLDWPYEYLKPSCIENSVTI
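Hydroperoxide product was detected by ferrous iron/xylenol orange as the 573 to 405 nm absorbance ratio. Arachidonic acid at 40 uM (final) was turned over for 30 min at room temperature by 150 nM human 12hLO, pH 7.0 Hepes buffer, after 15 min compound preincubation.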
APE1 inh: APE1 (human) endonuclease inhibition; P27695; recombinant APE1, TAMRA/BHQ-2 abasic DNA cleavage fluorescence; Potency, µM (titrated, usually from 65.8 µM), for the others: at the highest dose activity change, negative = inhibition, actives largely listed as inhibitors; 0.35% of 350,000 active;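 further: potency means the concentration at half of the fitted maximal effect; plate controls were vehicle for no effect and reference inhibitor for full effect; nearly all actives have a fitted effect of over 55% in size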
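Substrate: short duplex with […] THF abasic site, 5'-TAMRA and 3'-BHQ-2, 50 nM final. APE1 at 0.75 nM, preincubated 15 min RT with compound. Fluorescence increase from first to third read measured activity.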
POLK inh: DNA polymerase kappa (human) inhibition; Q9UBT6; purified Pol kappa, fluorescent DNA synthesis assay, 10 min; Potency, µM (series often up to 107 µM), for the others: at the highest dose activity, negative = inhibition, hits mostly inhibitors; 0.53% of 400,000 active; further: potency means the concentration at half of the fitted maximal effect; on the % scale 0 is the no-effect control and ±100 the full control effect
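10 nM Pol kappa preincubated 15 min at room temperature with compounds, then reaction started with substrate at 50 nM final. Fluorescence read kinetically at 0 and 10 min; buffer-only wells served as negative control.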
* = called active by the depositor; ? = inconclusive; nt = no result given; & = joins results of further samples; ! = not active in a repeat; [ ] = another dose, or the depositor's remark. Unless noted, the call rests on the fitted dose curve; in most records, active means well fitted curve in the direction sought with a large enough effect; inconclusive means small, poorly fitted or top-dose-only effect, or another doubt; inactive means no such curve, though single readings can be large; an effect the other way counts as inactive or inconclusive.

SMILES	POLB inh	BLM inh	POLI inh	Anesthetic bind	ERG Ets-DNA blk	TRHR agonist	ALOX12 inh	APE1 inh	POLK inh
CN(C)c1cccc2c(C=C(C#N)C#N)ccc(N(C)C)c12	50.7%	50.1%[activator]	79.7%[activator]	-20.7%	62.3%[activator]	-3.0	-16.1%	-5.8%	-11.0%
O=C1C=C(O)CC(c2ccco2)C1 (stereo not drawn)	6.31µM*	63.5%[activator]	4.47µM*	-10.1%	6.7%	0.6	?	3.16µM*	?
COc1ccccc1CCNS(=O)(=O)CCNC(=O)c1ccccc1	nt	nt	33.5%[activator]	nt	6.6%	-0.8	1.1%	21.3%	-0.1%
Cc1ccc(C(=O)O)c(C(=O)Nc2nc(C)cs2)c1	45.0%	-2.1%	5.5%	-10.9%	-12.6%	-0.1	-24.0%	1.7%	4.6%
COc1cc(NC(=O)Cn2cc(S(=O)(=O)N3CCC(C)CC3)c3ccccc3c2=O)cc(OC)c1OC	2.0%	-15.3%	19.8%	-19.2%	-13.1%	0.7	-11.6%	nt	-1.2%
Cc1ccccc1-c1nnc(-c2cccc3ccccc23)o1	nt	nt	55.1%[activator]	nt	-0.7%	nt	-5.8%	nt	-17.1%
C=CCOc1ccc(C2NC(=S)NC(c3ccccc3)=C2C(C)=O)cc1OC (stereo not drawn)	-17.8%	-3.8%	16.8%	-14.0%	-13.3%	-0.3	?	7.2%	0.9%
Cc1cccc(OCc2cc(=O)n3c(-c4ccccc4)csc3n2)c1C	28.2µM*	-8.3%	?	-5.4%	-3.8%	-1.3	0.0%	nt	-33.5%
COc1ccccc1NS(=O)(=O)c1c(C)[nH]c(C)c1C(=O)N1CCCC1	10.6%	1.1%	-0.4%	4.0%	-0.3%	-0.6	6.6%	57.0%[activator]	1.9%
COc1ccc(CNC(=O)Cc2cccs2)cc1	?	-3.0%	44.4%[activator]	-3.5%	1.9%	0.0	nt	4.1%	-12.8%
CCOC(=O)c1cnc(-n2nc(C)cc2C)nc1NCc1ccc2c(c1)OCO2	?	-2.3%	10.2%	-9.6%	-0.7%	-0.6	?	-5.6%	-7.5%
Nc1c(Br)c(=O)[nH]c(=O)n1-c1ccccc1	13.5%	-2.5%	?	4.3%	-3.6%	1.3	-2.7%	-7.8%	9.8%[60.1 µM]
N#CC1=C(S)N(c2ccc(F)cc2)C2(CCCCC2)NC1=O	-1.1%	0.1%	-3.3%	-10.8%	8.1%	0.5	?	6.2%	-3.7%
O=C1CC(NS(=O)(=O)c2ccccc2F)CN1c1ccc2c(c1)OCCO2 (stereo not drawn)	nt	nt	23.7%	nt	46.3%[activator]	0.2	12.0%	32.2%	-9.5%
Cc1c(CCOC(=O)C2C3CC4CC(C3)CC2C4)sc[n+]1CC(=O)c1ccc(Br)cc1 (stereo not drawn)	?	-3.0%	1.1%&24.5%	?	-5.3%&8.8%	-0.3	39.8µM*!	-4.0%	-4.4%&-1.0%
Cc1cc(C)nc(SCc2nnc(SCC(=O)O)n2-c2ccccc2)n1	28.4%	-1.1%	33.8%[activator]	-8.4%	-4.1%	0.2	0.8%	?	-5.5%
O=C(NCc1ccccn1)C(=O)C1C(=O)Nc2ccccc21 (stereo not drawn)	-10.3%	0.4%	-26.1%	3.3%	16.6%	0.9	-14.4%	-3.6%	7.3%
NS(=O)(=O)c1ccc(N2N=C(c3ccc(Br)cc3)CC2c2ccc(F)cc2)cc1 (stereo not drawn)	2.3%	-9.9%	-4.6%	460.5%[activator]	8.3%	0.3	-29.6%	?	-7.4%
c1ccc(Oc2cc(-c3ccccc3)nc(-c3ccccc3)n2)cc1	27.9%	1.6%	25.2%	-0.3%	5.8%	1.0	2.7%	16.7%	-2.9%
O=C(Nc1ccc(N2CCN(Cc3ccccc3)CC2)cc1)c1ccco1	10.4%	-5.1%	12.6%	-2.5%	-8.9%	-0.2	-9.6%	-6.3%	-18.5%
Cc1cccc(-n2c(O)c(C=Nc3cc(O)ccc3C)c3ccccc3c2=O)n1	?	-18.6%	70.8%[activator]	?	20.4%	3.1	-0.5%	-2.7%	-1.5%
CCOC(=O)COc1ccc(C)cc1C(=O)c1ccn2nc(-c3ccc(F)cc3)cc2n1	-3.9%	-5.5%	?	-5.3%	0.9%	-1.0	?	nt	?
O=C(COc1ncnc2sccc12)NC1CCS(=O)(=O)C1 (stereo not drawn)	0.1%	-8.4%	66.5%[activator]	-5.0%	0.7%	0.8	-4.1%	-2.3%	0.6%
O=C(CC12CC3CC(CC(C3)C1)C2)NCc1ccco1	?	-3.6%	46.9%[activator]	?	-3.6%	0.6	-5.7%	1.2%	-7.3%[60.1 µM]
[O-]/C(=C(\C(=S)Nc1ccccc1F)[n+]1ccccc1)c1ccc(OC(F)F)cc1	25.5%	-2.2%	40.7%[activator]	-6.0%	6.4%	0.0	2.3%	-5.2%	-5.5%
SMILES	POLB inh	BLM inh	POLI inh	Anesthetic bind	ERG Ets-DNA blk	TRHR agonist	ALOX12 inh	APE1 inh	POLK inh
O=C(COc1cccc(Br)c1)NN=C1c2ccccc2-c2ccccc21	18.5%	-10.5%	25.6%	5.4%	-1.6%	0.4	-18.7%	0.1%	-17.3%
Cc1ccc(NC(=O)CC2Oc3ccccc3NC2=O)cc1C (stereo not drawn)	27.1%	-3.4%	21.1%	-8.2%	-20.0%	-0.1	0.0%	nt	9.2%
CCN(CC)CCNC(=O)C(=O)NCC1OCCN1C(=O)c1ccc2c(c1)OCO2 (stereo not drawn)	6.1%	4.5%	nt	-5.2%	nt	0.3	nt	14.3%	nt
CC(NC(=O)C1CCCN1C(=O)OCc1ccccc1)c1ccccc1 (stereo not drawn)	-1.9%	-7.5%	19.1%	-4.4%	8.0%	-1.0	-4.1%	9.1%	-2.8%
O=C(C(=O)N1CCCCC1)c1c(-c2ccccc2)[nH]c2ccccc12	17.3%	-1.7%	19.5%	-13.8%	-5.5%	0.3	-0.8%	30.3%	-17.4%
Cc1ccc(OCCOc2cccc3ccc(C)nc23)c([N+](=O)[O-])c1	0.0%	-12.4%	18.6%	?	15.4%	-0.4	?	27.7%	8.0%
COc1ccccc1NNC(=O)C(O)(c1ccccc1)c1ccccc1	0.1%	1.7%	77.7%[activator]	5.9%	-12.8%	0.3	?	-1.6%	-3.2%
CC1(C)CC(=O)C2=C(C1)NC1=C(C(=O)c3ccccc31)C2c1cccnc1 (stereo not drawn)	8.3%	-7.0%	-3.7%	?	12.8%	-0.7	-13.0%	-3.9%	-7.5%
Cc1ccc(N/C=C2\C(=O)C3(C)CCC2C3(C)C)cc1C (stereo not drawn)	0.3%	-3.8%	66.9%[activator]	-16.3%	3.8%	-0.6	-16.9%	2.4%	-4.8%
Cc1ccc(C(=O)N/N=C/c2cc(C)n(-c3ccc(Br)cc3)c2C)cc1[N+](=O)[O-]	-13.9%	-4.2%	1.7%	?	-1.1%	-1.1	29.5%	1.4%	-13.1%
CCCc1cc(C(=O)N2CCCC(Cc3cccc(Cl)c3)(C(=O)OCC)C2)n(C)n1 (stereo not drawn)	5.3%	-3.6%	10.5%	5.8%	8.7%	0.2	0.9%	21.4%	0.2%
CCCOc1ccc(N2C(=O)CC(N(Cc3ccco3)C(=O)CCC(=O)O)C2=O)cc1 (stereo not drawn)	-1.0%	1.9%	25.5%	-8.4%	-0.1%	0.2	15.5%	6.7%	-14.4%
O=C(CN1CCOCC1)N1CCCc2c1c(=O)oc1ccc(OCc3ccccc3)cc21	-12.8%	0.5%	-10.3%	3.1%	2.1%	0.1	-7.9%	-4.1%	-0.7%
CCOC(=O)C1=C(CC)Nc2ccccc2N=C1NC(=O)c1ccc(OC)c(S(=O)(=O)N2CCOCC2)c1	nt	nt	8.4%	nt	10.7%	nt	1.2%	nt	-7.1%
O=C(CN1C(=O)/C(=C/c2c(F)cccc2Cl)Oc2ccccc21)NCc1ccco1	-0.3%	-2.5%	nt	-9.1%	nt	-0.4	nt	-8.1%	nt
Cc1ccc(CNC(=O)c2cnc(N3CCCCC3)c3ccccc23)cc1	0.7%	-8.2%	12.2%	53.9%[activator]	3.5%	-0.1	0.0%	nt	-12.5%[60.1 µM]
NCCCCCc1cn([C@@H](CCC(=O)O)C(=O)NCCCCCCCCCCC(=O)N2CCNCC2)nn1	nt	nt	12.2%	nt	-4.1%	-0.1	?	28.8%	-1.0%
Cc1cccc(C(=O)Nc2ccc(O)c3c(=O)cc(-c4ccccc4Cl)oc23)c1	21.8%	1.8%&-9.0%	?	?	-6.2%	-0.1	-3.9%	-2.6%&11.8%	-2.0%&-4.6%
CCOC(=O)c1ccc(NC(=O)c2c(NCc3cc(OC)c(OC)cc3OC)sc3c2CCCC3)cc1	-25.8%	-7.3%	-8.2%	0.8%	2.3%	-0.1	?	nt	-12.2%[60.1 µM]
Cc1cc(C)cc(C(=O)NC(=S)Nc2ccc3[nH]c(=O)[nH]c3c2)c1	8.4%	-0.5%	7.3%	2.2%	-8.0%	-0.3	?	11.4%	-15.1%

Not all compounds are listed; count on the stated rates, not on these rows.
